TcdB inh = blocks C. difficile toxin B glycohydrolase activity; TcdB glycohydrolase enzymatic assay, plate reader; inhibition, % at 9.99 µM; 0.24% of 350,000 active; AID 652162; in the data active = inhibition above about 10%
Target sequence (P18177 whole entry, looked up): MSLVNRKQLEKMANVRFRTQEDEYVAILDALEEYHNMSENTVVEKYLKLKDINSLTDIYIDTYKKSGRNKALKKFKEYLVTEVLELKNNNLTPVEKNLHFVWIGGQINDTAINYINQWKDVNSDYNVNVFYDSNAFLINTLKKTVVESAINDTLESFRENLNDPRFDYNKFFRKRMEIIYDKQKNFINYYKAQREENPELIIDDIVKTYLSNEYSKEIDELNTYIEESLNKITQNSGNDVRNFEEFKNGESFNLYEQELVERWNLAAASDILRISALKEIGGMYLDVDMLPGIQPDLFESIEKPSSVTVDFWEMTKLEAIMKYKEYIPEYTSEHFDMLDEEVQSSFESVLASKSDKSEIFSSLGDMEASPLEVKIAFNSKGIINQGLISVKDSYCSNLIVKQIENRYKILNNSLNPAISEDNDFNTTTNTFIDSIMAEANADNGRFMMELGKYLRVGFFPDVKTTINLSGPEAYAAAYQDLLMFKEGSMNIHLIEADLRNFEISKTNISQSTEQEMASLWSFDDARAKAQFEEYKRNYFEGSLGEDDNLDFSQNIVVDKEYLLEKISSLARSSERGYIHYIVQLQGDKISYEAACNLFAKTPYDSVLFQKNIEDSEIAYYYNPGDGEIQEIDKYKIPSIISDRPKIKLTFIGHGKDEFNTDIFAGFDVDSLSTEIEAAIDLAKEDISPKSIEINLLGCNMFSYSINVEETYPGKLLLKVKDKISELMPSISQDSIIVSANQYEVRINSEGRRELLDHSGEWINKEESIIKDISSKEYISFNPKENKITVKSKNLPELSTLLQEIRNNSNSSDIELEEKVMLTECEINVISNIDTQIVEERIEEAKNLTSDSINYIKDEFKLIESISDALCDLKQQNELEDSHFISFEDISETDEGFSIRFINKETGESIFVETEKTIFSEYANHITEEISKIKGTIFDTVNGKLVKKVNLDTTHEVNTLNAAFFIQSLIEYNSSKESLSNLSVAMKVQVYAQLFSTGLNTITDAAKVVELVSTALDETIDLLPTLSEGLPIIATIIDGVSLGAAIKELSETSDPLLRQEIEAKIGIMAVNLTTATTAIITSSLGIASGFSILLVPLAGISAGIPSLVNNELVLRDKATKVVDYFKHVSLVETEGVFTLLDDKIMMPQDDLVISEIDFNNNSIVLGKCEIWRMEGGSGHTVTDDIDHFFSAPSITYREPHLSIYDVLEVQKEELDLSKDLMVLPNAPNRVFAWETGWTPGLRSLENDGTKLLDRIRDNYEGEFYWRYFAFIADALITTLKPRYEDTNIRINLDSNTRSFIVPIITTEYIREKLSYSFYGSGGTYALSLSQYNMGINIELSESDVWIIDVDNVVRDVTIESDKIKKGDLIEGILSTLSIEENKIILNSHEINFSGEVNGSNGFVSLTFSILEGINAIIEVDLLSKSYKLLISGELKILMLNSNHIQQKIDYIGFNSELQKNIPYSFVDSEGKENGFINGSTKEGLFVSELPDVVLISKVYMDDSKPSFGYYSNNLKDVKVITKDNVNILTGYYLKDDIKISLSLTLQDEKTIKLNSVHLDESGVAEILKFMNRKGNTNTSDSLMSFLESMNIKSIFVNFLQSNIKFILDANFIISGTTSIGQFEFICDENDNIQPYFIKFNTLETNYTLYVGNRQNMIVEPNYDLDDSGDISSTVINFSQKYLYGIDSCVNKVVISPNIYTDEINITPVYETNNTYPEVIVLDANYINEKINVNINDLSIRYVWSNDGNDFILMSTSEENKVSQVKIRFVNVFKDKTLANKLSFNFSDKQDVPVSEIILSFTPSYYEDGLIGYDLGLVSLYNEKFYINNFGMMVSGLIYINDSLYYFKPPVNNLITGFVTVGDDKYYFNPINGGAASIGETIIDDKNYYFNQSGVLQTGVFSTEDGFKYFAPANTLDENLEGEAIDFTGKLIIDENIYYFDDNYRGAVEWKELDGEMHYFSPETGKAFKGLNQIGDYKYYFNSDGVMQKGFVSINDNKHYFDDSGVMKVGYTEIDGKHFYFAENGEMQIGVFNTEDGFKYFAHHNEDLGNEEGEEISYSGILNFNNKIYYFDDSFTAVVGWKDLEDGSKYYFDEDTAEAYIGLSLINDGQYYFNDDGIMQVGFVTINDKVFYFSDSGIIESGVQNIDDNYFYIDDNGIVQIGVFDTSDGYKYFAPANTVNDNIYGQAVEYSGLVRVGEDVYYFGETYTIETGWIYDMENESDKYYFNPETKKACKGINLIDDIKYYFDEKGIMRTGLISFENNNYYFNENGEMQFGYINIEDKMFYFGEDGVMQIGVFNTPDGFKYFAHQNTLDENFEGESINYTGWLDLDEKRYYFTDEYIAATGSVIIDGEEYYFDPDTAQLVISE
Mtb BioA inh = inhibitors of Mycobacterium tuberculosis BioA enzyme; purified M. tuberculosis BioA enzyme, plate reader; inhibition, % at 9.99 µM; 0.096% of 360,000 active; AID 602481; in the data active = inhibition above about 40%
* hit, by the source's call; & = joins results of further samples. Only part of the results is shown. The share of hits here may be higher or lower than overall.

SMILES | TcdB inh | Mtb BioA inh
COCC#Cc1ccc([C@H]2[C@H](CO)N3CCCCN(Cc4cccnc4)C[C@@H]23)cc1 | -2.1 | -5.5
O=C(CC(F)(F)F)N1C[C@H]2[C@@H](c3ccccc31)[C@H](CO)N2CC1CCOCC1 | 0.4 | -2.1
C[C@H]1CN([C@@H](C)CO)C(=O)c2cc(NC(=O)Nc3ccc(F)cc3)ccc2O[C@@H]1CN(C)S(=O)(=O)c1cn(C)cn1 | -3.9 | -1.8
C[C@H]1CN([C@@H](C)CO)C(=O)c2cccc(NC(=O)C3CCOCC3)c2O[C@@H]1CN(C)Cc1ccncc1 | 0.1 | -2.1
CCCN1C[C@@H](C)[C@@H](OC)CN(C)C(=O)c2ccc(NC(=O)c3cnccn3)cc2OC[C@H]1C | 0.0 | 4.0
CCC(=O)N1C[C@@H](C)[C@@H](OC)CN(C)C(=O)c2ccc(NC(=O)COC)cc2OC[C@@H]1C | 0.3 | -0.3
CCNC(=O)C[C@H]1CC[C@@H]2[C@H](COC[C@@H](O)CN2C(=O)Nc2c(C)noc2C)O1 | -0.1 | -0.7
COc1ccc(S(=O)(=O)Nc2ccc3c(c2)C(=O)N([C@H](C)CO)C[C@@H](C)[C@@H](CN(C)Cc2ccncc2)O3)cc1 | -0.6 | 4.6
COc1ccc(S(=O)(=O)N(C)C[C@H]2Oc3ccc(NC(=O)CCC(F)(F)F)cc3CC(=O)N([C@@H](C)CO)C[C@@H]2C)cc1 | -7.0 | -2.9
CCCNC(=O)[C@@H]1[C@@H](CO)[C@@H]2Cn3c(cccc3=O)[C@@H]2N1Cc1ccccc1Cl | -1.5 | -1.7
Cc1noc(C)c1S(=O)(=O)N(C)C[C@@H]1Oc2c(NS(=O)(=O)c3ccccc3)cccc2C(=O)N([C@H](C)CO)C[C@@H]1C | -0.2 | 0.1
N#Cc1cccc(-c2ccc([C@@H]3[C@@H](CO)N4CCCCN(C(=O)Cc5ccccc5)C[C@H]34)cc2)c1 | -0.1 | 10.9
C[C@@H]1CCCCO[C@@H](CN(C)Cc2ccc(C(=O)O)cc2)[C@H](C)CN([C@H](C)CO)C(=O)c2cc(NS(=O)(=O)c3ccc(F)cc3)ccc2O1 | -0.4 | 6.5
C[C@@H]1CCCCO[C@H](CN(C)Cc2ccncc2)[C@H](C)CN([C@@H](C)CO)C(=O)c2cc(NC(=O)C3CCCCC3)ccc2O1 | -1.5 | -0.1
COc1ccc(S(=O)(=O)Nc2ccc3c(c2)C(=O)N([C@H](C)CO)C[C@H](C)[C@H](CN(C)C(=O)Nc2ccc4c(c2)OCO4)OCCCC[C@H](C)O3)cc1 | 1.3 | -3.1
COc1ccc(CNC(=O)C[C@H]2CC[C@@H]3[C@H](COc4ccc(NC(=O)C(C)C)cc4C(=O)N3C)O2)cc1 | 0.4 | -1.5
COc1ccccc1CNC(=O)C[C@@H]1CC[C@H]2[C@@H](COC[C@@H](O)CN2C(=O)Nc2ccc(Cl)cc2)O1 | 1.4 | 0.9
C/C=C/c1ccc2c(c1)O[C@H](CN(C)Cc1ccccc1)[C@H](C)CN([C@@H](C)CO)S2(=O)=O | 2.0 | -0.1
O=S(=O)(N[C@@H]1CC[C@H](CCn2cc(C3CC3)nn2)O[C@@H]1CO)c1ccc(Cl)cc1 | 1.5 | -1.2
C/C=C/c1cnc2c(c1)C(=O)N([C@@H](C)CO)C[C@H](C)[C@@H](CN(C)C(=O)Nc1ccc(C(F)(F)F)cc1)O2 | 1.5 | 7.5
C[C@@H]1CN([C@@H](C)CO)C(=O)c2cc(NC(=O)Cc3ccccc3)ccc2O[C@H]1CN(C)S(=O)(=O)c1ccc(F)cc1 | 1.3 | -1.3
C[C@H](CO)N1C[C@H](C)[C@H](CN(C)Cc2ccccc2)Oc2c(NS(=O)(=O)c3ccccc3)cccc2C1=O | -8.2 | -0.3
CCCC#Cc1ccc2c(c1)O[C@@H](CN(C)C(=O)NCCC)[C@@H](C)CN([C@H](C)CO)S2(=O)=O | -0.2 | -2.1
CN(C)C(=O)C[C@H]1CC[C@@H]2[C@H](COC[C@H](O)CN2CC2CCCCC2)O1 | -2.6 | -1.2
C[C@H]1CN([C@@H](C)CO)C(=O)c2cc(NC(=O)CCC(F)(F)F)ccc2O[C@@H]1CN(C)C(=O)Nc1ccc(F)cc1 | 0.7 | -3.1
C[C@H](CO)N1C[C@H](C)[C@@H](CN(C)C)Oc2ncc(/C=C/c3ccccc3)cc2C1=O | 0.9 | -0.1
O=C(C[C@@H]1C=C[C@H](NC(=O)Cc2cccnc2)[C@@H](CO)O1)NCc1ccc2c(c1)OCO2 | 0.7 | 0.6
C[C@H](CO)N1C[C@H](C)[C@@H](CN(C)CC2CCCCC2)Oc2c(NC(=O)c3ccncc3)cccc2C1=O | 0.4 | 0.1
O=C(Nc1ccc(-c2ccccc2)cc1)[C@H]1[C@H](CO)[C@H]2Cn3c(cccc3=O)[C@@H]1N2Cc1cncnc1 | 1.2 | -1.5
CCCC(=O)Nc1ccc2c(c1)C(=O)N(C)[C@H]1CC[C@@H](CC(=O)NCc3ccccc3Cl)O[C@H]1CO2 | 1.7 | -1.7
C[C@@H]1CN([C@H](C)CO)C(=O)c2cc(NC(=O)CCCN(C)C)ccc2O[C@H]1CN(C)S(=O)(=O)c1ccc(F)cc1 | -0.3 | 0.8
O=C(Nc1ccccc1)N[C@@H](Cc1ccccc1)Cn1cc(CN2C(=O)COC[C@H]2c2ccccc2)nn1 | 1.2 | 1.0
CC(C)CC#Cc1cnc2c(c1)C(=O)N([C@@H](C)CO)C[C@@H](C)[C@@H](CN(C)C(=O)NC1CCCC1)O2 | 1.3 | 2.0
Cc1noc(C)c1NC(=O)N(C)C[C@@H]1Oc2ccc(NS(=O)(=O)c3cn(C)cn3)cc2CC(=O)N([C@@H](C)CO)C[C@@H]1C | -2.6 | -1.1
CCC(=O)N1[C@@H]2Cn3c(ccc(-c4ccncc4)c3=O)[C@H]1[C@@H](C(=O)N1CCc3ccccc3C1)[C@@H]2CO | -1.7 | -0.5
Cc1noc(C)c1NC(=O)N(C)C[C@H]1Oc2ncc(C#CC(C)C)cc2C(=O)N([C@H](C)CO)C[C@H]1C | -2.8 | -0.5
O=C(CC(F)(F)F)N1C[C@H]2[C@@H](c3ccccc31)[C@H](CO)N2C(=O)C1CCOCC1 | -0.2 | -3.2
C[C@@H]1CN([C@@H](C)CO)C(=O)c2cccc(NC(=O)Nc3ccc(C(F)(F)F)cc3)c2O[C@@H]1CN(C)Cc1ccc(Cl)c(Cl)c1 | 0.7 | -1.8
COCC(=O)Nc1ccc2c(c1)C(=O)N(C)C[C@@H](OC)[C@@H](C)CN(C(=O)CC1CC1)[C@H](C)CO2 | 0.1 | -1.6
C[C@H](CO)N1C[C@H](C)[C@H](CN(C)S(=O)(=O)c2ccc(F)cc2)OCc2cn(nn2)CCCC1=O | 0.1 | -0.7

Compounds above containing a CF3 group, in the order listed:
SMILES | TcdB inh | Mtb BioA inh
O=C(CC(F)(F)F)N1C[C@H]2[C@@H](c3ccccc31)[C@H](CO)N2CC1CCOCC1 | 0.4 | -2.1
COc1ccc(S(=O)(=O)N(C)C[C@H]2Oc3ccc(NC(=O)CCC(F)(F)F)cc3CC(=O)N([C@@H](C)CO)C[C@@H]2C)cc1 | -7.0 | -2.9
C/C=C/c1cnc2c(c1)C(=O)N([C@@H](C)CO)C[C@H](C)[C@@H](CN(C)C(=O)Nc1ccc(C(F)(F)F)cc1)O2 | 1.5 | 7.5
C[C@H]1CN([C@@H](C)CO)C(=O)c2cc(NC(=O)CCC(F)(F)F)ccc2O[C@@H]1CN(C)C(=O)Nc1ccc(F)cc1 | 0.7 | -3.1
O=C(CC(F)(F)F)N1C[C@H]2[C@@H](c3ccccc31)[C@H](CO)N2C(=O)C1CCOCC1 | -0.2 | -3.2
C[C@@H]1CN([C@@H](C)CO)C(=O)c2cccc(NC(=O)Nc3ccc(C(F)(F)F)cc3)c2O[C@@H]1CN(C)Cc1ccc(Cl)c(Cl)c1 | 0.7 | -1.8

The list goes on:
SMILES | TcdB inh | Mtb BioA inh
COc1ccccc1NC(=O)N1CCCCN2[C@@H](CO)[C@H](c3ccc(C#Cc4ccccc4)cc3)[C@@H]2C1 | 0.2 | -0.2
O=C([C@@H]1[C@@H](CO)[C@@H]2Cn3c(ccc(C4=CCCCC4)c3=O)[C@@H]2N1Cc1nccs1)N1CCOCC1 | -0.2 | -2.4
COc1cccc(NC(=O)Nc2ccc3c(c2)OC[C@H](C)NC[C@@H](C)[C@@H](OC)CN(C)C3=O)c1 | 0.9 | -0.6
COc1cccc(S(=O)(=O)N2C[C@@H](O)COC[C@H]3O[C@@H](CC(=O)N4CCOCC4)CC[C@@H]32)c1 | -0.1 | 0.9
C[C@@H]1CN([C@@H](C)CO)C(=O)c2cc(C#CC3(O)CCCC3)cnc2O[C@@H]1CN(C)Cc1cncnc1 | -2.0 | -2.3
CO[C@@H]1CN(C)C(=O)c2ccc(NC(=O)C3CC3)cc2OC[C@@H](C)N(C(=O)c2ccncc2)C[C@H]1C | 0.6 | 2.4
C[C@@H]1CN([C@@H](C)CO)C(=O)Cc2cc(NS(C)(=O)=O)ccc2O[C@H]1CN(C)C(=O)Nc1ccc(F)cc1 | -0.1 | -2.2
COc1cccc(CNC(=O)C[C@@H]2CC[C@@H]3[C@@H](COc4ccc(NS(=O)(=O)c5ccccc5F)cc4C(=O)N3C)O2)c1 | -0.5 | 0.2
COC(=O)C[C@@H]1CC[C@@H](NS(=O)(=O)c2ccc(OC)cc2)[C@H](CO)O1 | 0.2 | 2.0
CO[C@H]1CN(C)C(=O)c2cc(NS(=O)(=O)c3cccc(C)c3)ccc2OC[C@H](C)NC[C@@H]1C | -1.1 | 0.4
CCCc1cn(CC[C@H]2CC[C@@H](NC(=O)C3CCCC3)[C@H](CO)O2)nn1 | 0.2 | -2.2
COc1ccc(C#Cc2cnc3c(c2)C(=O)N([C@H](C)CO)C[C@@H](C)[C@@H](CN(C)C(=O)c2ccccc2F)O3)cc1 | 1.2 | 0.4
C[C@H]1CN([C@@H](C)CO)C(=O)c2cc(C#CC3CCCC3)cnc2O[C@H]1CN(C)S(C)(=O)=O | 1.4 | -1.1
C/C=C/c1ccc([C@@H]2[C@@H](C#N)N(C(=O)c3cccnc3)[C@@H]2CO)cc1 | -1.3 | 0.2
O=C(C[C@@H]1C[C@H]2c3cc(NC(=O)CC4CC4)ccc3O[C@H]2[C@@H](CO)O1)NCc1ccccc1 | 0.3 | 0.0
CO[C@@H]1CN(C)C(=O)c2cc(NS(=O)(=O)c3ccccc3)ccc2OC[C@H](C)NC[C@@H]1C | -1.6 | -2.2
CO[C@H]1CN(C)C(=O)c2ccc(NC(=O)c3cc(C)on3)cc2OC[C@@H](C)N(CC2CC2)C[C@@H]1C | 0.3 | 1.2
C[C@H](CO)N1C[C@H](C)[C@H](CN(C)C(=O)C2CCC2)Oc2cc(-c3cccnc3)ccc2S1(=O)=O | 0.6 | -0.2
C[C@@H]1CN([C@@H](C)CO)C(=O)c2cc(NS(=O)(=O)c3cn(C)cn3)ccc2O[C@@H]1CN(C)S(=O)(=O)c1cccs1 | -0.9 | -1.1
O=C(Cc1ccccc1)N1C[C@H]2[C@@H](c3ccccc31)[C@H](CO)N2Cc1ccccc1 | 0.8 | -2.6
COCC(=O)N1[C@@H]2c3ccc(C4=CCCC4)c(=O)n3C[C@H]1[C@H](CO)[C@H]2C(=O)OC | 0.6 | -3.6
CO[C@H]1CC[C@H]2CCOc3ccc(C#N)cc3C(=O)N(C)CCCC(=O)N(C)C[C@@H]1O2 | 0.5 | -2.2
Cn1cnc(S(=O)(=O)N2CCCCN3[C@H](CO)[C@@H](c4ccc(-c5cccc(F)c5)cc4)[C@@H]3C2)c1 | -0.4 | -3.7
CO[C@H]1CN(C)C(=O)c2cc(NC(C)=O)ccc2OC[C@H](C)N(Cc2ccncc2)C[C@H]1C | -1.7 | -0.3
CN1C(=O)c2cc(NC(=O)Nc3ccc(F)cc3)ccc2OC[C@H]2O[C@@H](CC(=O)NC3CCC3)CC[C@H]21 | 1.6 | 6.9
C[C@@H]1CCCCO[C@H](CN(C)C(=O)c2ccccc2)[C@@H](C)CN([C@@H](C)CO)C(=O)c2cc(NC(=O)c3ccncc3)ccc2O1 | -0.3 | 1.6
O=C(C[C@H]1C=C[C@@H](NC(=O)c2ccncc2)[C@@H](CO)O1)NCCc1ccncc1 | -0.8 | -0.8
N#Cc1ccc(-c2ccc([C@H]3[C@@H](CO)N4CCCCN(C(=O)Nc5ccc(F)cc5)C[C@@H]34)cc2)cc1 | -1.3 | -7.2
C[C@H](CO)N1C[C@H](C)[C@@H](CN(C)C(=O)CN(C)C)Oc2ncc(C#CC(C)(C)O)cc2C1=O | -0.3 | 1.9
COCCNC(=O)C[C@@H]1CC[C@H]2[C@@H](COC[C@H](O)CN2S(=O)(=O)c2ccccc2C)O1 | 0.7 | 2.3
C[C@H](CO)N1C[C@H](C)[C@@H](CN(C)C(=O)NC2CCCCC2)Oc2ccc(NC(=O)CCN3CCOCC3)cc2C1=O | -0.1 | -6.1
O=C(NCc1ccccc1)C(c1ccccc1)N(Cc1ccccc1)C(=O)Cc1ccccc1 (centres undefined) | 0.1 | -4.2
C[C@@H]1CN([C@@H](C)CO)C(=O)c2cc(NC(=O)Nc3ccc(F)cc3)ccc2O[C@@H]1CN(C)S(=O)(=O)c1cccs1 | -0.8 | 0.0
C[C@@H](O)C#Cc1ccc2c(c1)O[C@@H](CN(C)C(=O)Cc1ccccn1)[C@@H](C)CN([C@@H](C)CO)S2(=O)=O | -2.6 | -1.0
Cc1ccc(S(=O)(=O)NCC[C@@H]2CC[C@@H](NC(=O)CCN3CCCCC3)[C@H](CO)O2)cc1 | -0.5 | -2.6
Cc1ccc(OC(=O)N(C)C[C@H]2OCc3cn(nn3)CCCC(=O)N([C@@H](C)CO)C[C@@H]2C)cc1 | 0.5&-8.2&-1.3 | 0.2&-1.9
CCCN(C)C[C@H]1Oc2cc(C#Cc3cccnc3)ccc2S(=O)(=O)N([C@H](C)CO)C[C@H]1C | -0.1 | -1.8
